# GLP1R inv ag – acts as inverse agonist at human GLP-1 receptor | 410,000 tested, 1.6% active | P43220 | HEK293 GLP-1R CRE-luciferase, luminescence, 24 h; GLP-1R form is constitutively active | Potency, µM (series often up to 38.3 µM), without a hit: at the top dose activity change, negative = inhibition, actives largely listed as inhibitors; also: potency is read from the fitted curve at half-maximal effect; % is scaled to controls: 0 for no effect and ±100 for the full control effect; nearly all actives have a fitted effect of over 55% in size
# Target sequence (P43220 whole entry, looked up): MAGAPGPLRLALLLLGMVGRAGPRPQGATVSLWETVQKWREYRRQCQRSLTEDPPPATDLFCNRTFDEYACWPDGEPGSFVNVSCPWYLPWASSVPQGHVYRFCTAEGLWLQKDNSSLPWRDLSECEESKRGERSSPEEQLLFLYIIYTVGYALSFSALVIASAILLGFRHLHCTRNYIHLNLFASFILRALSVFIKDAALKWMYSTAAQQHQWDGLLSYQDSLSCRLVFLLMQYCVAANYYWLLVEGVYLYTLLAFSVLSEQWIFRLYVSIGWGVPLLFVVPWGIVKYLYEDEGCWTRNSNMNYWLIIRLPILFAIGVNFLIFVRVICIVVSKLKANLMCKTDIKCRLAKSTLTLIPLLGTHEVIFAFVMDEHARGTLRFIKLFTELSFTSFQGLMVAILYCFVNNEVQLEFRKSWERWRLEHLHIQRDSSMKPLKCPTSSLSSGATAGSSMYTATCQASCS
#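 Inverse agonism was detected as reduced cAMP-driven luciferase luminescence after 24 h compound treatment. The cells were HEK293 clones expressing constitutively active human GLP-1R with the reporter. Reporter-only and GPR119 cell lines served as counterscreen controls.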
# D3 antag – antagonists of human D3 dopamine receptor; AID 652054; D3R cells, DiscoveRx beta-arrestin luminescence, antagonist mode; active compounds read low; max response, negative = inhibition, %; 360,000 tested, 2.5% active; P35462; in the data active = max response below about -50%; inconclusive = no clear call, values can overlap the other calls; also: % is scaled to controls: 0 for no effect and ±100 for the full control effect; mostly tested at two doses, the higher about 12 µM
#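 Cells expressing the human receptor were seeded at 1500 cells/well, incubated overnight at 37 degrees C in 5% CO2, then exposed to library compounds with dopamine controls for 90 minutes at 37 degrees C before luminescent detection.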
# GLP-1R agonist – activates the human GLP-1 receptor | P43220 | HEK293 GLP-1R CRE-luciferase, luminescence, 4-6 h; cells express a hypersensitive GLP-1R form | Potency, µM (top dose mostly 45.6 µM), for inactives: at the top dose activation, usual class: activators | 380,000 tested, 0.007% active | AID 624172; also: potency is read from the fitted curve at half-maximal effect; % of control where 0% means no effect
# HEK293 tox – cytotoxic in the GLP-1 receptor inverse agonist counter-screen | HEK293 cAMP-luciferase reporter cells, luminescence, 24 h | Potency, µM (doses to about 38.3 µM), for inactives: at the top dose activity change, negative = inhibition, hits mostly inhibitors | 410,000 tested, 0.13% active | AID 624418;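 also: loss of luciferase light is scored as toxicity; potency is read from the fitted curve at half-maximal effect; % is scaled to controls: 0 for no effect and ±100 for the full control effect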
#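 MLSMR compounds, 24 hr on cells at 37 deg C/5% CO2; luminescence after luciferase reagent (12 min RT). Inhibition counted as the undesired cytotoxic outcome.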
# WRN helicase inh – WRN helicase (human) inhibition; Potency, µM (series often up to 114 µM), for the others: at the top dose activity change, negative = inhibition, actives largely listed as inhibitors; AID 651768; WRN helicase unwinding, fluorescent forked duplex, kinetic; Q14191; 360,000 tested, 0.46% active; also: potency is read from the fitted curve at half-maximal effect; % is scaled to controls: 0 for no effect and ±100 for the full control effect; nearly all actives have a fitted effect of over 55% in size
#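 Fluorescence dequenching readout, ex 525 nm/em 598 nm, kinetic mode: forked duplex DNA (100 nM final) with adjacent fluorophore and quencher unwound by WRN (20 nM final) with 2 mM ATP. Compound preincubation 15 min, room temperature.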
# PLK1 PBD block – inhibitors of human PLK1 polo-box domain binding | Plk1 PBD binding of FITC phosphopeptide, fluorescence polarization | Potency, µM, for inactives: max response, negative = inhibition, actives largely listed as inhibitors | 360,000 tested, 2.8% active | AID 720504; also: potency is read from the fitted curve at half-maximal effect; series mostly up to about 57 µM; % is scaled to controls: 0 for no effect and ±100 for the full control effect; nearly all actives have a fitted effect of over 65% in size
# PI5P4K alpha inh – blocks human PI5P4K alpha kinase activity | P48426 | AID 652105 | PI5P4Kalpha enzyme, ADP-Glo luminescence, 60 min; active compounds read low | max response, % | 330,000 tested, 1.2% active; active = max response of -50% or lower; inconclusive = between -30% and -50%; inactive = -30% or higher; also: value at the top dose of about 77 µM; % is scaled to controls: 0 for no effect and ±100 for the full control effect
# Target sequence (P48426 whole entry, looked up): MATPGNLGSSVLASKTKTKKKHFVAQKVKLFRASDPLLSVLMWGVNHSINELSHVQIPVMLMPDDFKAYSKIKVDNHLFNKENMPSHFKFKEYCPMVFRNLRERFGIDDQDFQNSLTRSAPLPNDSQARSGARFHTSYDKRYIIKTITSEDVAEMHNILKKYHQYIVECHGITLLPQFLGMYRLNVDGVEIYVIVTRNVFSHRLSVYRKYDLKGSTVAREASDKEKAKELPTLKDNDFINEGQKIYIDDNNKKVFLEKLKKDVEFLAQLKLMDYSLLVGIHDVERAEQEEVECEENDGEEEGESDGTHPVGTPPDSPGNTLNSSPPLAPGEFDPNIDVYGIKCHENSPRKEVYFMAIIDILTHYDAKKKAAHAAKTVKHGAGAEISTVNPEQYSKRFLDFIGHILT
#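 PI5P4Kalpha ADP-Glo assay; 5 microM ATP final; 60 min RT reaction; HEPES pH 7.4/EGTA/CHAPS, 5% DMSO; controls lacking substrate or enzyme; luminescent end-point.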
# DRD3 agonist – activates the human D3 dopamine receptor. P35462. D3R DiscoveRx beta-arrestin cells, luminescence, 90 min. max activation, %. 410,000 tested, 0.58% active; in the data active = max activation above about 30%; also: 0% is about no effect; mostly tested at two doses, the higher about 12 µM
#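 Agonist-mode cell screen: cells plated at 1500/well and incubated overnight at 37 °C, then exposed to library compounds for 90 min at 37 °C. Detection reagent was added for 30–60 min at room temperature, and luminescence was read.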
# IL-2 act – activates IL-2 in a cell-based reporter assay. IL-2 activation reporter assay, cell-based qHTS; stimulated with anti-CD3/CD4/CD28 beads; in transgenic mouse T cells. activation, % (series mostly up to about 46 µM). 360,000 tested, 0.065% active. AID 652025; in the data active = activation above about 50%; inconclusive = mostly about 30% to 49%; also: 0% is about no effect
#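 Readout: EGFP and DsRed signals by fluorescent plate cytometry. Unstimulated transgenic mouse T cells received compound 60 min before antibody-bead stimulation, then incubated 18 h at 37 degrees C.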
# Numbers without * were called inactive; ? = inconclusive; nt = no result given; & = joins results of further samples; [ ] = another dose, or the depositor's remark. Unless noted, calls follow the shape of the dose curve; as a rule, active = well fitted curve in the direction sought with a large enough effect; inconclusive = small, poorly fitted or top-dose-only effect, or another doubt; inactive = no such curve, though single readings can be large; an effect the other way counts as inactive or inconclusive.
SMILES,GLP1R inv ag,D3 antag,GLP-1R agonist,HEK293 tox,WRN helicase inh,PLK1 PBD block,PI5P4K alpha inh,DRD3 agonist,IL-2 act
CCOc1ccc(NC(=O)C(=O)NCCN2CCN(C(=O)c3ccc(C)cc3)CC2)cc1,-16%,-60*,13%,3%,-8%[57.1 µM],4%,-3,-22,-0.5
Cc1ccc(OCC(=O)Nc2ccccc2C(=O)NC2CC2)cc1C,-8%,9,0%,1%,-1%,7%,6,4,4.4
CCOC(=O)C1CCCCN1C(=O)c1ccc2nc(Cc3ccc(OC)cc3)oc2c1 (centres undefined),?,19,-7%,-2%,-6%,3%,5,2,-1.2
COc1ccc(N2CC(C(=O)N(C)CC(=O)Nc3ccc(Cl)c(C(F)(F)F)c3)CC2=O)c(OC)c1 (centres undefined),?,-6,11%,-18%,6%,-10%,-4,-3,-7.1
COc1cccc(CNS(=O)(=O)c2cc3c(cc2Cl)NC(=O)CO3)c1,10%,-9,4%,-1%,5%,-2%,-8,5,-2.2
COc1cc2c(cc1NC(=O)CSc1nccn1C)oc1ccccc12,?,1,24%,2%,0%,-8%,-8,3,-3.1
CCCCn1c(SCC(=O)NC2CCS(=O)(=O)C2)nc2ccccc2c1=O (centres undefined),3%,8,-3%,-8%,12%,1%,2,10,-5.0
Cc1cc(C)cc(NC(=O)CSc2nc3ccccc3nc2N2CCCC2)c1,-25%,15,9%,7%,-3%,-9%,10,12,-2.3
OCCNc1ncnc2c1nnn2Cc1ccccc1,18%,-27,-1%,6%,10%,-6%,-3,1,-0.1
CC(C)(C)C(=O)N1CCN(c2ccc(Cl)cc2[N+](=O)[O-])CC1,-21%,4,13%,?,-8%[57.1 µM],2%,-2,0,-3.4
COc1ccccc1N1CCN(C2CCCC(C)C2)CC1 (centres undefined),-3%,?,-2%,-2%,-9%,-6%,nt,-29,-1.3
CCOc1ccccc1-n1c(SCC(=O)N2CCOCC2)nnc1-c1ccccn1,3%,4,-9%,-5%,0%,0%,-1,4,-0.2
COc1ccccc1N=Nc1c(C)[nH]n(-c2ccccc2)c1=O,7%,0,3%,10%,6%,-9%,0,-2,2.6
O=C(CSCc1ccc(Br)cc1)Nc1ccc(S(=O)(=O)N2CCOCC2)cc1,0%,?,2%,-5%,-16%,-15%,nt,-23,-1.8
CCOC(=O)c1c(-c2ccccc2)csc1NC(=O)c1ccc(N2C(=O)CCC2=O)cc1,1%,35,-17%,-3%,0%,-1%,nt,57*,0.0
COc1ccc(CNc2nc3ccccc3n2CCN2CCOCC2)cc1,-10%,?,-7%,3%,-6%,-14%,9,-10,0.7
CCCN(C(=O)/C=C/c1nc2ccccc2s1)C1CCS(=O)(=O)C1 (centres undefined),0%,20,0%,-10%,-12%,1%,?,2,-0.1
CCCCNC(=O)CSc1nc2ccccc2c(=O)n1C1CCCC1,-48%,5,7%,0%,1%,1%,3,5,-1.5
CC(=O)c1ccc2c(c1)C1C=CCC1C(c1cc3c(cc1Br)OCO3)N2 (centres undefined),?,?,12%,-21%,-3%,-18%,-7,-16,-0.5
CS(=O)(=O)N1CCN(C(=S)NCc2ccc(F)cc2)CC1,2%,-7,3%,-3%,-23%,-6%,-12,-5,1.4
COC(=O)c1cnc(NNC(=O)c2ccc([N+](=O)[O-])cc2)nc1C(F)(F)F,-3%,?,0%,2%,-30%,-8%,6,-22,-0.9
COc1nc(-c2ccc(Cl)cc2)ccc1-c1noc(-c2ccco2)n1,50%[activator],32,-12%,28%,6%,-3%,nt,3,-2.7
CCOC(=O)c1ccc(NC(=O)Cn2nnc(-c3ccc(C(F)(F)F)cc3)n2)cc1,-12%,nt,0%,5%,nt,nt,nt,-6,nt
Cc1ccc(CSc2ccc(-c3cccs3)nn2)cc1,4%&40%,-12,-8%,1%&3%,8%,1%,-1,5&-2,-0.9
O=[N+]([O-])c1ccc(N2CCOCC2)cc1O,1%,5,4%,?,-5%,3%,3,1,-1.1
# Later entries:
SMILES,GLP1R inv ag,D3 antag,GLP-1R agonist,HEK293 tox,WRN helicase inh,PLK1 PBD block,PI5P4K alpha inh,DRD3 agonist,IL-2 act
Cc1ccc(NC(=O)[C@H](Cc2ccccc2)N2Cc3ccccc3C2=O)cc1,-4%,nt,0%,-8%,nt,nt,nt,3,nt
CC(C)c1cccc(C2=CC(=O)C[C@H](c3ccc(F)cc3)C2)c1,?,-28,6%,6%,1%,4%,-5,-36,-0.5
CCS(=O)(=O)N1CCC(NC(=O)C(Cc2cccc(OC)c2OC)NC(C)=O)CC1 (centres undefined),6%,-20,1%,11%,-29%,-4%,2,-7,4.2
O=C(Cc1cccs1)N1CCN(c2ccccn2)CC1,5%,6,6%,-11%,-7%,1%,3,4,-0.2
CCOC(=O)c1ccc(NC(=S)Nc2cccc(N)n2)cc1,-22%,1,23%,?,-7%,-17%,?,-12,-0.8
COCC1CCCN(Cc2cn(Cc3ccccc3)nc2-c2cc3ccccc3o2)C1 (centres undefined),?,-7,7%,?,5%,-7%,8,-15,-2.9
CCCn1cc(SCC(=O)NCC2CCCO2)c2ccccc21 (centres undefined),-23%,3,0%,2%,-3%,-15%,4,-1,-0.3
Cc1ccccc1S(=O)(=O)Cc1ccc(C(=O)NCCCN2CCC(C)CC2)o1,7%,4,-6%,-8%,-4%,-8%,-1,-9,-2.9
Cc1ccc(NC(=O)c2ccc(Cl)cc2Cl)cc1O,?,-11,0%,-12%,-9%,5%,8,-7,-1.3
Cc1ccc2c(c1)c1c(n2C)C(C(N)=O)CCC1 (centres undefined),3%,-3,-3%,3%,3%,-6%,nt,-4,-1.8
Brc1ccc(-c2nc(-c3cccnc3)no2)o1,10%,4,4%,-1%,1%,1%,0,2,-2.8
C=CCN1C(=O)C2(OCCCO2)c2c(C)ccc(C)c21,-10%,-19,-3%,2%,7%,0%,-1,-3,-3.8
O=C1Cc2ccccc2C(c2ccccc2)N1 (centres undefined),-14%,-13,-3%,13%,1%,-7%,nt,0,1.3
CCOc1ccc(C(=O)CC(=O)C(=O)NCCc2ccc(OC)c(OC)c2)cc1,-11%,0,4%,11%,4%,-7%,-1,0,-3.4
COC(CN(C)C(=O)C1CCC(CNS(=O)(=O)c2ccccc2)CC1)OC (centres undefined),-10%,7,-4%,-12%,-1%,-5%,0,-2,-0.8
O=C(CN(Cc1ccccc1)S(=O)(=O)c1ccccc1)N/N=C/c1ccccc1C(=O)O,17%,-15,14%,-6%,-5%,-15%,-1,7,-0.5
O=C(COC(=O)c1ccc(Cl)c(S(=O)(=O)N2CCCCCC2)c1)Nc1ccccc1,-28%,6,2%,-3%,-20%,3%,1,2,1.0
COc1cc(N=c2c([N+](=O)[O-])nn(-c3ccc4c(c3)OCCO4)n2O)cc(OC)c1,-27%,?,-19%,?,4%,-5%,-6,3,-0.6
CCCN1CNC(=S)N(CCc2ccccc2)C1,?,6,4%,?,-4%,-3%,6,9,-3.8
O=C(CN(Cc1ccco1)C(=O)CNS(=O)(=O)c1ccc(F)cc1)NCc1ccc(F)cc1,-24%,0,-2%,3%,-1%,-4%,3,7,-0.5
COc1cccc(CC2(CO)CCN(Cc3ccc(NC(C)=O)cc3)CC2)c1,-15%,11,3%,0%,4%,0%,0,10,1.2
CCOc1ccc2[nH]c(=O)c(C(c3nnnn3Cc3ccco3)N3CCC(C)CC3)cc2c1 (centres undefined),8%,-9,0%,-11%,-26%,?,-6,9,0.1
COc1cccc(NC(=O)Cc2nnc(SCCOc3ccccc3)n2C)c1,?,23,-12%,8%,-4%,-5%,1,8,-0.2
COCCn1c(C)cc(C(=O)COC(=O)c2ccccc2Br)c1C,?,-7,-3%,-5%,4%,2%,-2,-1,-1.8
CSc1nc2nc(Cl)c(Cl)nc2[nH]1,?,15,-1%,-2%,-5%,-9%,-17,3,0.2

# Taken from above.
# `COc1ccc(CNc2nc3ccccc3n2CCN2CCOCC2)cc1` in GLP1R inv ag → -10%
# `Cc1ccc(NC(=O)c2ccc(Cl)cc2Cl)cc1O` in DRD3 agonist → -7
# `CS(=O)(=O)N1CCN(C(=S)NCc2ccc(F)cc2)CC1` in PLK1 PBD block → -6%

# An excerpt from above, showing only D3 antag.
Structure	D3 antag
CCOC(=O)C1CCCCN1C(=O)c1ccc2nc(Cc3ccc(OC)cc3)oc2c1 (centres undefined)	19
COc1ccc(N2CC(C(=O)N(C)CC(=O)Nc3ccc(Cl)c(C(F)(F)F)c3)CC2=O)c(OC)c1 (centres undefined)	-6

# (list continues)
SMILES,GLP1R inv ag,D3 antag,GLP-1R agonist,HEK293 tox,WRN helicase inh,PLK1 PBD block,PI5P4K alpha inh,DRD3 agonist,IL-2 act
C[C@@H]1CN([C@H](C)CO)C(=O)c2cc(NC(=O)Nc3ccc(C(F)(F)F)cc3)ccc2O[C@H]1CN(C)S(=O)(=O)c1ccccc1,?,5,-1%,-18%,-2%,-2%,4,3,1.2
CCOC(=O)c1sc(NC(=O)COC(=O)Cn2cnc3ccccc32)c(C(=O)OCC)c1C,2%,-8,2%,-14%,-9%[57.1 µM],-7%,6,1,-2.8
COC(=O)c1c(NC(=O)CSc2nnc(CNc3ccc(Cl)cc3)o2)sc(C)c1C,?,0,-17%,8%,-12%,-16%,-4,-2,-0.3
Cc1cc(/C=C2\SC(=O)N(CC(=O)Nc3ccccc3F)C2=O)c(C)n1C,-29%[7.66 µM],-15,0%,4%[7.66 µM],-8%,4%,-8,1,0.1
CCCCCCn1c(C(C)NC(=O)c2ccco2)nc2ccccc21 (centres undefined),?,-24,3%,-7%,-15%,-4%,3,2,-0.2
COc1ccc(CCNC(=S)Nc2cc(C)cc(C)c2)cc1,?,-18,15%,?,-36%[57.1 µM],-11%,-3,-6,-1.4
O=C(Nc1cccc(S(=O)(=O)N2CCCCCC2)c1)C1CC(=O)N(c2ccc3c(c2)OCCO3)C1 (centres undefined),10%,9,-5%,0%,1%,-6%,-8,3,-0.4
COc1ccc(-n2nnnc2SCC(=O)Nc2ccc(OC)cc2OC)cc1,3%,-9,5%,0%,3%,1%,0,1,0.3
Cc1cc(NC(=O)CSc2nc(-c3cccs3)cc(C(F)(F)F)n2)no1,?,-15,9%,?,-8%,-10%,nt,-14,-1.6
COc1ccc(C)cc1N(CC(=O)N1CCOCC1)S(C)(=O)=O,13%,16,-1%,1%,7%,-12%,-5,3,-0.9

# Assay outcomes (PubChem)
